Screens as filed in PubChem BioAssay.
PERK inh: human PERK inhibition, primary cell-based screen | CHO PERK-DD fusion, SEAP luminescence translation reporter | inhibition, % at 5.6 µM | 220,000 compounds, 0.17% hits | AID 1416;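 active = inhibition above the mean inhibition of all tested compounds plus 3 SD, set separately per screening campaign, cut at about 2.9% in these data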;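 note: PERK kinase domain activated by AP20187 dimerizer at 100 nM; 0% = DMSO with dimerizer and 100% = rapamycin at 8.4 µM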
Wee1 stabilizer: human Wee1 degradation inhibition, primary screen | 220,000 compounds, 1.2% hits | reporter increase, % at 5 µM | AID 1321 | HeLa Luc-Wee1K328M stability, luciferase luminescence; 100% = proteasome inhibitor MG132 effect;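 active = activation above the mean of all tested compounds plus 3 SD, set per screening run, cut at about 8.8% in these data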;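 note: cells exposed to compound for 20 h before luminescence read; 0% = DMSO alone and 100% = MG132 at 30 µM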
KCC2 mod: KCC2 (human) Cl- transport modulation; Q9H2X9; KCC2 cells, thallium flux FluoZin-2 fluorescence; B-score of Tl+ flux slope (higher = more flux/activation; lower = inhibition) at 10 µM; 190,000 compounds, 2.2% hits; AID 1456;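 active = thallium flux slope and its plate-corrected score both differing from the plate sample mean at a set confidence after two filtering rounds, in either direction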;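 note: slope of fluorescence scaled to starting intensity during 10 to 20 s after thallium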
FXIa inh 1536: factor XIa (human) inhibition; inhibition, % at 5 µM; AID 798; 220,000 compounds, 0.14% hits; P03951; purified FXIa, Boc-Glu-Ala-Arg-AMC fluorogenic substrate;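 active = inhibition of at least 40%; inactive = inhibition below 40%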;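 note: fluorescence of freed AMC excited at 355 nm; 0% = enzyme without compound and 100% = no enzyme blank; many of its hits are not listed in these tables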
Target sequence (P03951 19-387 limits assumed): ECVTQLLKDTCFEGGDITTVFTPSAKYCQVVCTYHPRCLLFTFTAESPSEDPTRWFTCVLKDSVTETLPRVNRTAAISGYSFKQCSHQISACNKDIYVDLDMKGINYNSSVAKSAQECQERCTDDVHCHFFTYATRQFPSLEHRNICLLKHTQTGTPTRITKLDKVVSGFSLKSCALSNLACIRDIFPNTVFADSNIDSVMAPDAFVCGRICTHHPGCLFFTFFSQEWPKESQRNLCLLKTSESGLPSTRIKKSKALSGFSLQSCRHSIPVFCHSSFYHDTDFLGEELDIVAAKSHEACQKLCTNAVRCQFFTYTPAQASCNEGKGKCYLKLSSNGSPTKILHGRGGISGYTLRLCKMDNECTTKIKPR
Target sequence (P03951 388-625 limits assumed): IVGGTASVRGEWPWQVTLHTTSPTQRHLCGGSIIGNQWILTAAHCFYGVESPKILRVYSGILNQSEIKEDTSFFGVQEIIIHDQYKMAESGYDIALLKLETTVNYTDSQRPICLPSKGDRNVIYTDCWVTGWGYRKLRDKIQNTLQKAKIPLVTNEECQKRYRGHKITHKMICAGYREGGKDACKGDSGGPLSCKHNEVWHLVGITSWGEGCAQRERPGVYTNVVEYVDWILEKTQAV
Thrombin inh: thrombin (human) inhibition. P00734. alpha-thrombin, Boc-VPR-AMC fluorogenic substrate cleavage. inhibition, % at 5 µM. 220,000 compounds, 0.26% hits. AID 1046;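 active = inhibition at or above 40%; inactive = inhibition below 40%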;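 note: 0% = enzyme with no compound and 100% = wells without enzyme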
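System – human alpha-thrombin protein · Reagent – Boc-VPR-AMC substrate, 15 µM final · Compound – 5 µM single dose in 0.2% DMSO · Schedule – reaction at room temperature · Technique – AMC fluorescence at 355 nm excitation and 460 nm emission · Read-out basis – % inhibition relative to enzyme controls and enzyme-free blanks · Control set – no-compound enzyme wells and no-enzyme blanks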
Furin inhibitor: human furin inhibition. P09958. purified furin, fluorogenic substrate cleavage. inhibition, % at 30 µM. 220,000 compounds, 0.061% hits. AID 463115; in the data active = inhibition above about 25%; note: inactives centre near -15
KLK5 inh: inhibitors of human kallikrein 5. Q9Y337. recombinant hK5, fluorogenic AMC substrate cleavage. inhibition, % at 5 µM. 210,000 compounds, 0.59% hits. AID 873;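 active = inhibition of 40% or more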;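 note: 0% = enzyme controls without compound and 100% = no-enzyme blanks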
Target sequence (Q9Y337 67-293 limits assumed): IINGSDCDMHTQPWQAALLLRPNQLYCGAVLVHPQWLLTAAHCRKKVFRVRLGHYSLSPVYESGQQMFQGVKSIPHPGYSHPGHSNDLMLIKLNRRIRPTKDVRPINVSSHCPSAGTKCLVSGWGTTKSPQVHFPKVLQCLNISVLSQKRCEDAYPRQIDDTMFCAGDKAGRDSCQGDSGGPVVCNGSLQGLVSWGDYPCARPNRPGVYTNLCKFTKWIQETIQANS
p97 inhibitor: human p97 ATPase inhibition. P55072. recombinant p97 ATPase, Kinase-Glo ATP luminescence, 3 h. inhibition, % at 8 µM. 220,000 compounds, 0.42% hits; in the data active = inhibition above about 15%;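 note: 0% = DMSO vehicle and 100% = wells lacking enzyme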
FXIIa inh: blocks human coagulation factor XIIa protease activity | P00748 | purified FXIIa, Boc-QGR-AMC fluorogenic substrate, 2 h | inhibition, % at 5 µM | 220,000 compounds, 0.3% hits; in the data active = inhibition above about 40%;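 note: 0% = enzyme with no compound and 100% = blank without enzyme; many of its hits are not listed in these tables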
* = called active by the depositor; nt = not tested or not shown; [ ] = another dose, or the depositor's remark.

Fields – KCC2 mod, Wee1 stabilizer, KLK5 inh, p97 inhibitor, PERK inh, FXIa inh 1536, Furin inhibitor, FXIIa inh, Thrombin inh
(1) CN1C(=S)SC(N(O)C=C2C=CC(=O)C=C2)C1(C)C (stereo unspecified)
    0.93, 0, -4, 0, 0.3, 0, -15[20 µM], 8, 2
(2) CC12CN3CCN(CC(C3)/C1=N\NC(=O)c1ccccc1N)C2
    -0.051, -2, -1, 5, -0.5, -1, -15, 3, -4
(3) N#CC1=C(N)NC(SCC(=O)c2ccc(Br)cc2)=C(C#N)C12CCCCC2
    -2.8, 0, -1, 15*, -1.0, 11, -8, 16, 4
(4) CCOc1ccc(OCc2ccc(C(=O)NCC3CCCO3)o2)cc1 (stereo unspecified)
    -0.26, -4, -2, -4, -1.0, 2, -16[20 µM], 16, -3
(5) CC(C)n1c(=S)[nH]c2ccccc21
    0.39, -2, -4, 3, -0.1, 11, 6[20 µM], 17, 3
(6) NS(=O)(=O)c1ccc(NC(=O)/C=C/c2ccco2)cc1
    0.15, 4, -5, 4, 0.9, 11, 2, 9, nt
(7) O=C(O)Cc1c(O)ccc2ccccc12
    nt, 1, -8, 5, 0.4, -7, 2[20 µM], 9, -4
(8) Cc1ccc(Oc2ccccc2/C=C/C(=O)O)cc1
    -1.6, -2, -14, 1, 0.1, 8, -10[20 µM], 18, 4
(9) CN(C(=O)c1cccs1)c1ccccc1C(=O)O
    1.3, -2, -19, 3, 0.0, -8, -32, -8, 0
(10) Cc1cc(/C=C2/NC(=O)N(c3ccccc3)C2=O)c(C)n1C(C)C
    -0.19, -3, -7, 1, -0.1, 9, -16, 7, 2
(11) CCOC(=O)C1CCN(C(=O)CSC2=NCCS2)CC1
    -0.72, -3, 5, 2, -0.1, 5, -10, 8, -9
(12) O=c1nc(-c2ccccc2)n(-c2ccccc2)[nH]1
    -1, 1, -7, 4, 2.0, 6, -19, 10, 2
(13) N#Cc1ccc(N2CCN(C(=O)c3cccc(F)c3)CC2)c(F)c1
    0.07, -1, -5, -4, -0.5, 2, -3, 8, -5
(14) Cc1ccc(C(C[N+](=O)[O-])n2nc(C)cc2C)cc1 (stereo unspecified)
    -1.7, 0, -5, 7, 0.6, -7, -23[20 µM], 7, -3
(15) CCN(CC)c1ccc(/C=N/NC(=O)c2cccc(N3CCCC3=O)c2)cc1
    nt, 4, -1, -5, -1.8, -3, -14, 8, 7
(16) CCn1cc(/C=N/N=C2\CCC3C4CCc5cc(O)ccc5C4CC[C@]23C)c(C)n1 (stereo partly specified)
    0.65, -2, -27, -6, -1.3, -19, -9[20 µM], 3, -2
(17) CCOC(=O)Cc1c(C)nc(N)[nH]c1=O
    1.4, -3, -2, 4, 1.4, -5, -30, 4, -8
(18) COCCNC(=O)C(c1cccs1)N(C(=O)Cn1nnc2ccccc21)c1ccccc1 (stereo unspecified)
    0.011, -2, -16, 3, 0.2, -2, -20[20 µM], 5, -9
(19) O=C(N/N=C\c1ccc(-c2ccccc2[N+](=O)[O-])o1)C1COc2ccccc2O1 (stereo unspecified)
    -0.31, 3, -5, -6, 0.0, -6, -5, -1, -8
(20) Cc1ccccc1N1C(=O)CC(Nc2ccc3c(c2)OCO3)C1=O (stereo unspecified)
    0.79, 6, 1, -2, 0.7, -3, -32, nt, -3
(21) COc1ccc(S(=O)(=O)NNC(=O)c2csc(-n3nc(C)cc3C(F)(F)F)n2)cc1
    nt, -1, 7, -1, -0.1, 5, -10[20 µM], 14, 2
(22) Cc1cccc(-n2cc(-c3ccccc3)c3c(=O)[nH]cnc32)c1
    0.014, -4, -5, 6, -0.2, 0, -18, 8, -4
(23) CC1(C)CC(C(CC(=O)Nc2nccs2)c2ccccc2)CCO1 (stereo unspecified)
    0.85, 1, -17, 1, -0.1, 8, -22, 10, -2
(24) COc1ccc(/C=C/C(=O)NC(C)C)cc1Br
    0.54, 0, 2, -1, -1.2, 20, -23[20 µM], 1, -3
(25) Clc1cncc(Cl)c1NNc1c2ccccc2nc2ccccc12
    0.46, 0, -12, 5, 0.6, 7, -11, 17, -4
(26) c1csc(-c2nnc(Cc3cccc4ccccc34)o2)c1
    -1.6, 2, -8, -9, -0.8, 4, -24[20 µM], 14, 0
(27) Cn1c(-c2ccc(CN3CCCCC3)o2)nc2ccccc21
    -0.23, 0, -3, -1, -0.8, 2, -20, 18, 3
(28) COc1ccc(CCn2c(NCc3ccco3)nc3c2c(=O)[nH]c(=O)n3C)cc1
    0.22, 1, 2, -10, -0.3, -6, -9, 6, -3
(29) COc1ccc(C(C)C)cc1S(=O)(=O)Nc1ccccn1
    nt, -1, -3, 4, 1.4, -3, -14[20 µM], 2, -1
(30) Cn1c(=S)[nH]c2[nH]c(=O)cnc2c1=O
    0.95, -3, -4, -2, 0.8, 3, 11, 8, 5
(31) CCCCCN(C(=O)NC(=O)Nc1cccc(C)c1C)S(C)(=O)=O
    0.033, 0, 3, 4, -0.3, 2, -27, 11, 1
(32) CCOc1cc(NC(=S)NCC2CCCO2)c(OCC)cc1NC(=O)c1ccc(OC)cc1 (stereo unspecified)
    0.4, 4, -3, -2, -0.1, 2, -26, 11, -2
(33) Cc1ccc(-n2nnnc2SCC(=O)c2c(N)n(CC(C)C)c(=O)n(C)c2=O)cc1
    nt, 0, -8, 5, 1.9, 21, -24, 31, -4
(34) Cc1ccnc(NS(=O)(=O)c2ccc(NC(=O)C3CCCCC3)cc2)n1
    0.099, -3, 6, 2, -0.5, -26, -27, 13, -3
(35) Cc1noc2ncnc(Sc3ccc(Br)cc3)c12
    -1, 4, -25, -3, 0.8, -7, -33, -8, -3
(36) N#CCc1nc2ccccc2c(=O)[nH]1
    0.42, 9, 0, 5, 1.3, 3, -3, 9, -5
(37) O=C(Nc1nncs1)c1cc2c(s1)CCC2
    -0.032, 0, 17, 5, -0.2, 4, -26, 11, 4
(38) Cc1ccc(CNC(=O)CN(C2CCCCC2)S(C)(=O)=O)cc1
    -0.003, 0, -3, 1, -0.2, 6, -11[20 µM], 13, 0
(39) Cc1ccc(NC(=O)CSc2nnc(COc3ccccc3C)o2)cc1
    1.1, 2, -5, 2, 0.2, -9, -23, 0, 9
(40) Nc1nonc1C(=O)NCCNCc1cc(Br)ccc1OCc1ccc(F)cc1
    -2.2, -2, -21, -1, -0.7, -5, -20, 6, -5
(41) COc1cc2nc(SCc3ccc(Cl)cc3Cl)n(Cc3cccs3)c(=N)c2cc1OC
    0.57, -2, -10, -3, 0.4, 5, -4[20 µM], 15, 0
(42) c1ccc(CN2CCN(C(c3ccccc3)c3nnnn3Cc3ccccc3)CC2)cc1 (stereo unspecified)
    nt, -2, -7, -3, -0.8, 6, -15[20 µM], 15, 2
(43) C/C(=N\NC(=O)c1ccc(Cl)c(S(=O)(=O)Nc2ccccc2Cl)c1)c1ccncc1
    -0.42, 4, -6, -2, 0.0, -15, -22, 1, -8
(44) Cc1cccc(C(=O)Nc2cc(OCc3cccc(F)c3)c(Cl)cc2Cl)c1
    nt, -2, -39, 1, 1.4, -1, -8[20 µM], 9, -1
(45) COc1ccc(-c2ncccc2OC(=O)C23CC4CC(CC(C4)C2)C3)cc1OC
    -0.23, 1, -7, -5, -0.1, 6, -8, 10, -3

A second format for nine compounds above.
nr	SMILES	KCC2 mod	Wee1 stabilizer	KLK5 inh	p97 inhibitor	PERK inh	FXIa inh 1536	Furin inhibitor	FXIIa inh	Thrombin inh
37	O=C(Nc1nncs1)c1cc2c(s1)CCC2	-0.032	0	17	5	-0.2	4	-26	11	4
38	Cc1ccc(CNC(=O)CN(C2CCCCC2)S(C)(=O)=O)cc1	-0.003	0	-3	1	-0.2	6	-11[20 µM]	13	0
39	Cc1ccc(NC(=O)CSc2nnc(COc3ccccc3C)o2)cc1	1.1	2	-5	2	0.2	-9	-23	0	9
40	Nc1nonc1C(=O)NCCNCc1cc(Br)ccc1OCc1ccc(F)cc1	-2.2	-2	-21	-1	-0.7	-5	-20	6	-5
41	COc1cc2nc(SCc3ccc(Cl)cc3Cl)n(Cc3cccs3)c(=N)c2cc1OC	0.57	-2	-10	-3	0.4	5	-4[20 µM]	15	0
42	c1ccc(CN2CCN(C(c3ccccc3)c3nnnn3Cc3ccccc3)CC2)cc1 (stereo unspecified)	nt	-2	-7	-3	-0.8	6	-15[20 µM]	15	2
43	C/C(=N\NC(=O)c1ccc(Cl)c(S(=O)(=O)Nc2ccccc2Cl)c1)c1ccncc1	-0.42	4	-6	-2	0.0	-15	-22	1	-8
44	Cc1cccc(C(=O)Nc2cc(OCc3cccc(F)c3)c(Cl)cc2Cl)c1	nt	-2	-39	1	1.4	-1	-8[20 µM]	9	-1
45	COc1ccc(-c2ncccc2OC(=O)C23CC4CC(CC(C4)C2)C3)cc1OC	-0.23	1	-7	-5	-0.1	6	-8	10	-3

The list goes on:
Fields – KCC2 mod, Wee1 stabilizer, KLK5 inh, p97 inhibitor, PERK inh, FXIa inh 1536, Furin inhibitor, FXIIa inh, Thrombin inh
(46) CCc1ccccc1N(CC(=O)N/N=C/c1ccc(OC(=O)OC)c(OC)c1)S(C)(=O)=O
    0.15, 5, -15, 1, 0.8, 3, -11[20 µM], 13, 4
(47) O=C(Nc1cnccc1C(F)(F)F)NC1CCCCC1
    0.039, 0, 1, 7, 0.3, -10, -14, 5, -3
(48) Cc1nc(-c2cccc(NS(C)(=O)=O)c2)cs1
    0.19, 0, 12, 4, 0.6, -8, -15[20 µM], -8, -5
(49) COc1ccc(NC(=O)c2cc(-c3ccc(C)o3)nc3ccccc23)cc1OC
    nt, 2, 2, -18, -0.7, 4, 5[20 µM], 12, 5
(50) CCS(=O)(=O)N1CCC(C(=O)NCC2CCCO2)CC1 (stereo unspecified)
    -0.015, -2, -21, 4, 1.3, 5, -16, 20, 4
(51) O=C(COC(=O)c1cc(=O)c2ccccc2o1)Nc1ccc2ccccc2c1
    0.72, 3, -13, -1, -0.1, 2, -11, 5, -3
(52) Cc1ccc(CC2CC(=O)N(c3ccc(C)cc3)C2=O)cc1 (stereo unspecified)
    -0.26, 1, -3, -2, 0.4, -5, -19, nt, -11
(53) Cc1ccc(/C=N/NC(=O)c2nnn(-c3nonc3N)c2CSc2ccc(Cl)cc2)cc1
    1.1, 0, 3, -1, 0.1, -4, -23, 6, 1
(54) CCn1c(SCc2ccccc2Cl)nc2ccccc21
    -0.28, 7, -11, -1, 0.3, 2, 5[20 µM], 14, 2

Exported screen by screen: 2 of the compounds above
[51] O=C(COC(=O)c1cc(=O)c2ccccc2o1)Nc1ccc2ccccc2c1
[53] Cc1ccc(/C=N/NC(=O)c2nnn(-c3nonc3N)c2CSc2ccc(Cl)cc2)cc1
compound no. | 51 | 53
KCC2 mod | 0.72 | 1.1
Wee1 stabilizer | 3 | 0
KLK5 inh | -13 | 3
p97 inhibitor | -1 | -1
PERK inh | -0.1 | 0.1
FXIa inh 1536 | 2 | -4
Furin inhibitor | -11 | -23
FXIIa inh | 5 | 6
Thrombin inh | -3 | 1
